Screens deposited in PubChem BioAssay by National Center for Advancing Translational Sciences (NCATS).
NPC1 promoter act: activators of NPC1 promoter; Huh7 NPC1 promoter luciferase reporter, 24 h; Potency, µM (titrated, usually from 9.22 µM), for the others: top-dose activation, usual class: activators; 320,000 tested, 2.4% active;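 further: % of control where 0% means no effect; nearly all actives have a fitted effect of over 60% in size; reporter is driven by a mutant NPC1 promoter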
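Luminescence from an NPC1 promoter-driven luciferase reporter in stably transfected Huh7 cells was measured after 24 h compound treatment at 37 °C, followed by 10 min ambient incubation with luciferase detection reagent.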
p53 reactivation: restores transcriptional activity of mutant p53; H1299 p53-A138V BP100-luciferase reporter, luminescence, 24 h; Potency, µM (doses to about 92.2 µM), for inactives: at the top dose activity change, positive = activation, most hits filed as activators; 320,000 tested, 0.063% active; further: % of control where 0% means no effect; nearly all actives have a fitted effect of over 45% in size
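p53-null H1299 cells stably carrying temperature-sensitive p53-A138V and a BP100-luciferase reporter were pinned with compounds (4-point, 1:5 series) and held 24 hrs at 37 deg C. Luminescence was read 10 min after detection reagent.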
MBNL1 CUG block: inhibitors of human MBNL1 binding to CUG repeat RNA; Q9NR56; TR-FRET MBNL1-His/biotin-(CUG)12 binding, 665/545 ratio; Potency, µM (series often up to 57.5 µM), without a hit: at the top dose activity change, negative = inhibition, hits mostly inhibitors; 280,000 tested, 0.036% active; AID 2675; active means well fitted inhibition curve with a large enough effect in the signal ratio, with a control signal flat, not every such curve was filed as active; inconclusive means small, poorly fitted or top-dose-only effect, or effect the other way, or a change in a side signal; inactive means no such curve, though single readings can be large or run the other way; the % refers to the signal ratio; further: on the % scale 0 is the no-effect control and ±100 the full control effect
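Compound titration spanned 92 nM–58 uM against the MBNL1-His/biotin-(CUG)12 complex. After 60 min at room temperature with 5 nM streptavidin-XL665 and 0.055 ng/ul terbium anti-His, ratiometric 665/545 nm emission (Ex 340 nm) normalized to controls.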
BRCA1 expr up: activators of BRCA1 expression; Potency, µM (titrated, usually from 46.1 µM), inactives show at the highest dose activation, most hits filed as activators; 380,000 tested, 1.1% active; MCF7-BRCA1-FFLuc reporter, luminescence, 48 h; response scale: scaled: vehicle 0%, 10 µM genistein 100%; further: nearly all actives have a fitted effect of over 80% in size; some results filed as inactive show a strong effect at the top dose
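MCF7-BRCA1-FFLuc, 2000 cells/well; 2 h attach, 37 °C/5% CO2; compound 48 h; luciferase substrate 15 min; luminescence end-point. Norm. to genistein 10 microM max activation and DMSO; concentration-response curves fitted.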
VP16 counter: inhibits Gal4-VP16 luciferase reporter, ROR gamma counter-screen | Drosophila S2 Gal4-VP16 UAS-luciferase, luminescence, 20 h | AID 2546 | Potency, µM (titrated, usually from 53.6 µM), for inactives: at the top dose activity, negative = inhibition, hits mostly inhibitors | 310,000 tested, 3.5% active;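 further: Gal4-VP16 expression switched on by copper sulfate through the metallothionein promoter; on the % scale 0 is the no-effect control and ±100 the full control effect; nearly all actives have a fitted effect of over 50% in size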
MLL CXXC-DNA inh: MLL CXXC-DNA interaction inhibition | MLL-CXXC / FITC-HOXA9 DNA fluorescence polarization | AID 2662 | Q03164 | 290,000 tested, 0.037% active | Potency, µM (series often up to 115 µM), inactives show at the top dose activity change, negative = inhibition, hits mostly inhibitors; active means well fitted inhibition curve with a large enough effect in the polarisation, with a control signal flat, not every such curve was filed as active; inconclusive means small, poorly fitted or top-dose-only effect, or effect the other way, or a change in a side signal; inactive means no such curve, though single readings can be large or run the other way; the % refers to the polarisation
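Fluorescence polarization: 7 uM MLL-CXXC (stock) preincubated 5 min with compounds, then 50 nM fluorescein-HOX-A9 DNA (stock) added; 30 min ambient. Buffer 50 mM Tris-HCl pH 7.5, 50 mM NaCl, 1 mM DTT, 0.05% BSA.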
uPA generation: cell surface uPA generation inhibition; 330,000 tested, 0.31% active; Potency, µM (top dose mostly 38.3 µM), for the others: top-dose activity change, negative = inhibition, actives largely listed as inhibitors; AID 540303; cell surface uPA generation assay, qHTS; active means well fitted inhibition curve with a large enough effect; inconclusive means small, poorly fitted or top-dose-only effect; inactive means no such curve, though single readings can be large or run the other way; tested in mouse RAW 264.7 cells; further: on the % scale 0 is the no-effect control and ±100 the full control effect; nearly all actives have a fitted effect of over 55% in size
FLuc counter: inhibits or activates purified firefly luciferase, miR-21 counter-screen; Potency, µM (titrated, usually from 57.5 µM), for the others: at the top dose activity change, negative = inhibition, actives largely listed as inhibitors; 360,000 tested, 6.9% active; purified FLuc, Km substrates, luminescence inhibition; AID 588342; P08659;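 further: plate controls were vehicle for no effect and reference inhibitor for full effect; nearly all actives have a fitted effect of over 55% in size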
Target sequence (P08659 whole entry, looked up): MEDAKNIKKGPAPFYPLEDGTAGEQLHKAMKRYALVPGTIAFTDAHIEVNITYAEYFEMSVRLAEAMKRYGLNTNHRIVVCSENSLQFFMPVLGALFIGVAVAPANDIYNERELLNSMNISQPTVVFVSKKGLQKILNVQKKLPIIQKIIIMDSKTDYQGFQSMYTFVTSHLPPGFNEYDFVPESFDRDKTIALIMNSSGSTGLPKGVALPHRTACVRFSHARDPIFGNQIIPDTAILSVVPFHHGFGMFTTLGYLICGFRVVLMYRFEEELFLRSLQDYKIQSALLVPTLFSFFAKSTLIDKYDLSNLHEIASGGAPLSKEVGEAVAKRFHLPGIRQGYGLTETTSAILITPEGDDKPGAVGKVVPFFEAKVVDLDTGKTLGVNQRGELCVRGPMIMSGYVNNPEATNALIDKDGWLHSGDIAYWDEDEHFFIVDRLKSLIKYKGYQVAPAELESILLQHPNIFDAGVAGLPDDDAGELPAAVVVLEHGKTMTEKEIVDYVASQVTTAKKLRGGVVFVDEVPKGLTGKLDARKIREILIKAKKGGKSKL
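Purified P. pyralis luciferase, 10 nM final, with Km-level 10 uM D-luciferin and 10 uM ATP in 50 mM Tris acetate pH 7.5, 10 mM Mg acetate, 0.01% Tween-20, 0.05% BSA; 6-point qHTS titration about 60 µM downward; luminescence read.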
RORgamma inh: inhibitors of mouse ROR gamma transcriptional activity. Potency, µM (series often up to 53.6 µM), for the others: at the top dose activity change, negative = inhibition, usual class: inhibitors. Drosophila S2 Gal4-RORgamma UAS-luciferase reporter, 20 h. 310,000 tested, 5.4% active. P51450; further: on the % scale 0 is the no-effect control and ±100 the full control effect; nearly all actives have a fitted effect of over 60% in size
Target sequence (P51450 whole entry, looked up, the tested form may be a part): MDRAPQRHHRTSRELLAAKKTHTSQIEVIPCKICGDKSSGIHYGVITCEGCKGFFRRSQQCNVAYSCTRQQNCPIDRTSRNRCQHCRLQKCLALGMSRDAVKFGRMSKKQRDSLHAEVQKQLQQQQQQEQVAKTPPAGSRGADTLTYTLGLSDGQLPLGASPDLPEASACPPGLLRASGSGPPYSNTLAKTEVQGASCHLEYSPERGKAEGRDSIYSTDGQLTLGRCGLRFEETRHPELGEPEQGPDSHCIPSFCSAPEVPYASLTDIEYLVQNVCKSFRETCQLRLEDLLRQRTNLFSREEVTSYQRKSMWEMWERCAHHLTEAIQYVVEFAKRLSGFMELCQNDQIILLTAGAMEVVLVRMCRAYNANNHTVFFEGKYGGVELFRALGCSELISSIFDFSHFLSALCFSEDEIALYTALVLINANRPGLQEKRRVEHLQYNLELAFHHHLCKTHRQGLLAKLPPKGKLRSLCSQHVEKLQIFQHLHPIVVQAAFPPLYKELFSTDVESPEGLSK
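Schneider cells (Drosophila), stable Gal4 DBD–ROR gamma + UAS-luc; 1 hr cmpd preincubation; Cu2+ induction 700 uM final; 20 hr ambient; luminescence.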
Rab9 promoter act: Rab9 promoter activation; 320,000 tested, 2.8% active; AID 485297; Huh7 Rab9 promoter-luciferase reporter, luminescence, 24 h; Potency, µM (highest dose often 9.22 µM), without a hit: top-dose activation, negative = inhibition, hits mostly activators; further: % of control where 0% means no effect; nearly all actives have a fitted effect of over 60% in size
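Measured in stably transfected Huh7 cells bearing a Rab9 promoter–luciferase construct: 24 h compound treatment at 37 °C, followed by luminescence detection.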
ELG1 genotox: genotoxicity induction in ELG1-luciferase HEK293T cells; Potency, µM (top dose mostly 46 µM), for the others: at the top dose activity change, positive = activation, hits mostly activators; HEK293T ELG1-luciferase reporter, luminescence, 16 h; 330,000 tested, 1.3% active; further: % of control where 0% means no effect; nearly all actives have a fitted effect of over 60% in size
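DMSO vehicle served as control against compound-treated ELG1-luciferase HEK293T cells; exposure lasted 16 hr at 37 °C and 5% CO2, followed by ONE-Glo luminescence detection after 30 min.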
An asterisk follows results filed as active; ? = inconclusive; · = not tested or not shown; [ ] = remark or other dose. Unless noted, the call rests on the fitted dose curve; in most records, active means well fitted curve in the direction sought with a large enough effect; inconclusive means small, poorly fitted or top-dose-only effect, or another doubt; inactive means no such curve, though single readings can be large; an effect the other way counts as inactive or inconclusive. Potency means the concentration at half of the fitted maximal effect. A portion of the library, so the mix of outcomes need not match the whole.

Sequence of screens – NPC1 promoter act	p53 reactivation	MBNL1 CUG block	BRCA1 expr up	VP16 counter	MLL CXXC-DNA inh	uPA generation	FLuc counter	RORgamma inh	Rab9 promoter act	ELG1 genotox
O=C(OCc1ccc(Cl)cc1)c1cccnc1Cl
  -0.5%	7.2%	-1.0%	-2.0%	0.5%	6.8%	4.2%	?	1.8%	1.8%	0.0%
CCN(CC)CC(=O)Nc1sc(C)cc1C(=O)c1ccc(C)cc1
  -0.1%	3.6%	-1.3%	-28.7%	6.31µM*	-0.7%	-0.4%	0.9%	3.16µM*	2.7%	2.4%
CCNC(=O)/C(C#N)=C/c1c(N2CCN(c3ccc(OC)cc3)CC2)nc2c(C)cccn2c1=O
  -0.1%	-7.0%	19.5%	-59.7%	-2.7%	8.4%	-8.5%	-0.6%	17.6%	-8.3%	-5.9%
CC(=O)NNC(=O)c1csc(Cc2c(Cl)sc3ccc(Cl)cc23)n1
  -2.8%	-5.5%	-5.2%	-49.0%	?	-6.7%	?	-4.4%	?	-2.6%	-7.8%
O=C1c2cccc3cccc(c23)C(=O)N1OS(=O)(=O)c1ccc(Cl)cc1
  -2.5%	-0.7%	·	-7.7%	-5.3%	-0.3%	0.4%	?	5.3%	1.0%	1.6%
COc1ccccc1-n1cnnc1SCC(=O)NCC1CCCO1 (stereo not drawn)
  -5.1%	-4.2%	-3.6%	2.4%	10.9%	-2.4%	5.6%	-0.6%	36.5%	-1.6%	-0.5%
Cn1c(CCN2CCCCC2)nc2cc(NS(=O)(=O)c3ccc(F)cc3)ccc21
  -3.9%	21.8%	2.1%	-7.2%	1.8%	-1.5%	-9.0%	7.6%	-0.1%	-0.3%	-1.3%
COc1ccccc1/C=C/C(=O)Nc1cccnc1Cl
  ?	-5.4%	4.6%	?	10.0%	-2.6%	0.2%	26.9µM*	?	29.1%	17.8%
CN(C)c1ccnc2sc(C(=O)c3ccc(Br)cc3)c(N)c12
  ?	-2.6%	7.5%	71.4%	3.8%	?	2.4%	?	41.8%	?	-2.0%
COc1ccc(CCNC(=O)CCCOc2cccc(C)c2C)cc1OC
  -2.8%	-5.4%	-4.4%	0.0%	-9.8%	-7.3%	-7.5%	-5.9%	17.8%	-1.8%	-6.6%
CC(CCc1ccco1)NC(=O)CCc1nnc2ccc(NCc3ccc(Cl)cc3)nn12 (stereo not drawn)
  1.6%	-8.3%	-2.8%	-1.4%	-17.1%	-4.0%	?	1.9%	-8.6%	-11.1%	5.4%
Cc1ccc(-n2[nH]c(C)c(CCC#N)c2=O)cc1
  -3.7%	-7.3%	-8.4%[11.5 µM]	-10.3%	-2.2%	-4.2%	-8.2%	-3.0%	-8.0%	-1.5%	0.4%
COC1OC(CO)C(O)C(O)C1O (stereo not drawn)
  -1.8%	-1.6%	6.6%	8.2%	-0.3%	8.7%	7.9%	-0.7%	?	-0.3%	0.4%
O=C(CCC(=O)NNC(=O)Cc1ccccc1)NCc1ccccc1
  0.2%	2.0%	5.4%	-4.6%	-8.2%	-0.7%	1.9%	3.0%	1.5%	1.6%	0.6%
C=C(C)Cn1cnc2cc(C)c(C)cc21
  -2.1%	-1.0%	·	8.5%	-2.2%	6.9%	1.4%	3.9%	11.2µM*	0.2%	-0.1%
OCc1ccccc1OCCCOc1cccc2cccnc12
  22.8%	-15.3%	16.6%	?	-14.7%	-4.7%	2.7%	?	24.0%	28.4%	12.0%
COc1ccc(Nc2nc(-c3c[nH]c4ccccc34)cs2)cc1
  23.2%	?	5.3%	-11.7%	-7.2%	10.7%	7.9%	15.1µM*	-20.9%	20.1%	12.8%
Cc1cc(OCc2ccccc2)ccc1/C(O)=C1/C(=O)C(=O)N(Cc2cccnc2)C1c1ccncc1 (stereo not drawn)
  0.1%	-2.8%	·	0.0%	7.6%	-11.4%	0.8%	-18.9%	26.8%	1.6%	0.0%
O=C(Nc1ccc(Cl)cc1)Nc1ccc(S(=O)(=O)Nc2ncccn2)cc1
  -5.2%	-1.1%	-7.8%	-2.3%	6.9%	2.8%	10.1%	?	9.6%	-3.8%	0.5%
CC(=O)Nc1cc2cc(NS(=O)(=O)c3ccc(C)cc3)ccc2oc1=O
  -3.7%	-1.5%	-1.6%	4.0%	-11.6%	10.6%	2.8%	0.9%	-12.0%	-1.9%	?
O=C(c1ccc(F)cc1)N1CCCC(c2ccccc2)C1 (stereo not drawn)
  0.0%	-0.9%	7.7%	3.2%	-6.1%	6.6%	-2.1%	-9.4%	16.6%	-5.0%	-1.4%
Cc1cc2cc(CCNC(=O)c3cccs3)c(=O)[nH]c2cc1C
  2.82µM*	?	-29.5%	?	3.4%	33.4%[activator]	-23.0%	13.5µM*	?	3.16µM*	?
COCCOC(=O)/C=C1/NC(=O)CS1
  -0.2%	5.6%	?	16.9%	-0.4%	3.4%	-4.0%	-0.8%	?	-0.1%	-0.2%
COC(=O)N/N=C/c1cc(Cl)c(OCc2ccccc2F)c(OC)c1
  -7.4%	-2.9%	12.4%	-2.2%	0.7%	0.8%	3.7%	-2.7%	-12.3%	-1.8%	-3.8%
CCS(=O)CCSc1nc2ccccc2s1 (stereo not drawn)
  14.4%	13.8%	-4.3%	61.0%	-2.2%	-2.0%	-0.5%	?	-40.7%	18.4%	?
CCN1C/C(=C/c2cccs2)c2nc3ccccc3c(C(=O)O)c2C1
  -0.4%	-2.3%	?	-0.6%	1.5%	-4.9%	-0.3%	-0.3%	1.6%	-0.8%	0.4%
COc1ccc(OCC(=O)NCCCn2ccnc2)cc1
  0.7%	-1.5%	-2.5%	0.0%	5.8%	0.5%	1.7%	-0.2%	?	-4.3%	0.5%
CN(C)/C=N/c1ncc(C(=O)c2ccc(-c3ccccc3)cc2)s1
  -0.6%	5.4%	·	-66.1%	-8.3%	10.2%	0.4%	21.3µM*	40.2%	-3.9%	-4.9%
CCCNc1nc(-c2cc(-c3ccc(Cl)cc3)on2)cc(C(C)C)n1
  -3.3%	2.1%	-1.1%	22.6%	5.8%	-5.6%	3.1%	-0.8%	-13.0%	-14.1%	0.3%
Cc1cccc(NC(=O)c2nc[nH]c2C(=O)Nc2ccccc2[N+](=O)[O-])c1
  -2.3%	2.6%	·	8.7%	5.62µM*	17.9%	9.3%	4.3%	4.47µM*	-5.4%	?

Later entries:
Sequence of screens – NPC1 promoter act	p53 reactivation	MBNL1 CUG block	BRCA1 expr up	VP16 counter	MLL CXXC-DNA inh	uPA generation	FLuc counter	RORgamma inh	Rab9 promoter act	ELG1 genotox
Cc1c(/C(O)=C2\C(=O)C(=O)N(CCN(C)C)C2c2cccs2)cnn1-c1ccccc1 (stereo not drawn)
  2.51µM*	-10.0%	2.8%	82.9%	19.7%	13.4%	-0.3%	?	7.1%	4.47µM*	-1.0%
Cc1ccc(S(=O)(=O)Cc2nnnn2-c2ccccc2)cc1
  -0.3%	-2.8%	-1.2%	9.6%	0.9%	-1.7%	-2.7%	5.5%	37.7%	4.6%	-5.7%
CC(=O)Oc1ccc(C(=O)Nc2cccc(C(=O)c3cccc(NC(=O)c4ccc(OC(C)=O)cc4)c3)c2)cc1
  -6.8%	5.9%	2.9%	-72.5%	?	13.4%	-7.5%	-9.7%	14.3%	-5.6%	-5.8%
Cc1cc(C)nc(NCCC(=O)O)n1
  -5.7%	3.8%	-3.8%	11.3%	-8.8%	?	1.3%	3.7%	0.1%	1.8%	1.6%
CC(C)c1nc2cc3ccccc3cc2[nH]1
  13.0%	8.2%	?	76.1%	0.9%	1.7%	-6.1%	19µM*	-20.4%	18.5%	2.6%
Clc1cc(Cl)cc(CSc2nnc(-c3sccc3-n3cccc3)o2)c1
  -0.8%	-2.2%	-0.9%	-11.7%	-1.8%	0.7%	-0.8%	5.6%	22.4%	-5.7%	-1.9%
Cc1ccccc1NC(=O)CN1C(=O)c2ccccc2C1=O
  2.1%	6.0%	0.4%	-2.3%	-16.4%	-19.2%	0.6%	-4.7%	-12.8%[1.91 µM]	-5.8%	-1.8%
O=C(O)CCCCCNS(=O)(=O)c1ccc(Cl)cc1
  0.7%	-1.3%	-1.9%	4.7%	-8.7%	1.9%	2.8%	6.9%	-13.8%	4.2%	2.6%
O=C(CSc1nc2ccccc2c(=O)n1Cc1ccco1)c1ccc(F)cc1
  2.8%	-2.6%	-4.2%	-29.5%	?	-2.1%	-9.3%	?	0.3%[10 µM]	-5.2%	-5.3%
CCCN=Cc1c(CCC)[nH]n(-c2nc3ccccc3s2)c1=O
  2.3%	-1.1%	-5.5%	41.3%	?	-9.6%	-20.4%	-11.2%	2.82µM*	9.0%	-0.3%
